# Screens (PubChem)
# D2 potentiator = positive allosteric modulators of human D2 dopamine receptor; HEK293 T-REx D2, calcium flux, EC20 dopamine potentiation; P14416; potentiation, % at 10 µM; actives 0.34% (n = 340,000);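 active = potentiation over 3 SD above the plate norm, cut at about 30% in these data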; note: 0% is about no effect
# Target sequence (P14416 whole entry, looked up): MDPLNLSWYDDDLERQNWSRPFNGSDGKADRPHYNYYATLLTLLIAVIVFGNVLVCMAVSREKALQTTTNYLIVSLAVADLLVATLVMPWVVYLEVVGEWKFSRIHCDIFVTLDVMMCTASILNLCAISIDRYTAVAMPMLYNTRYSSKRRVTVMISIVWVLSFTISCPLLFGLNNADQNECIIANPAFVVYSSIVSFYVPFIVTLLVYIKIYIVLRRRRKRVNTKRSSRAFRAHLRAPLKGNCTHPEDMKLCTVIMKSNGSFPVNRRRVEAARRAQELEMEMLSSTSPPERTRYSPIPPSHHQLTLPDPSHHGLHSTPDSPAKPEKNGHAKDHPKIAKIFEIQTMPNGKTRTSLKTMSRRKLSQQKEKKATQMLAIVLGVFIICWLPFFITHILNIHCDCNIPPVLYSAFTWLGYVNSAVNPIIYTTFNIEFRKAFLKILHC
#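 Using a no-wash calcium dye in inducible, force-coupled HEK293 Trex cells expressing D2, we tracked fluorescence each second for 180 s after compound, then for 180 s after EC20 dopamine to detect augmented signalling.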
# D1 ag = human D1 receptor agonism | P21728 | HEK293 T-REx D1 cells, calcium flux, agonist mode | activation, % at 2 µM | actives 1% (n = 360,000); in the data active = activation above about 30%; note: 0% is about no effect
#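 Agonism was scored from calcium flux recorded over 180 s (1 read/s) after pintool compound addition, following a 10-cycle baseline. Cells were inducible force-coupled HEK293 TREx D1, plated overnight at 30 C and loaded with no-wash calcium dye.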
# D1 antag = human D1 dopamine receptor antagonism | P21728 | HEK293 TREx D1 cells, calcium flux, dopamine EC80; hits give low values | activity change, negative = inhibition, % at 10 µM | actives 3.2% (n = 360,000) | AID 504652; in the data active = activity change below about -30%; note: % is set by controls: 0 for no effect and ±100 for the full control effect
#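 Allosteric or orthosteric antagonism assessed as attenuation of the calcium response to EC80 dopamine, added 180 s after compound, in induced HEK293 Trex D1 cells loaded with no-wash calcium dye.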
# Vif-APOBEC3F blk = blocks the Vif interaction with APOBEC3F; actives 0.2% (n = 390,000); AID 602313; HeLa A3F-eYFP + Vif (tagged APOBEC3F with the HIV-1 protein that degrades it), YFP fluorescence increase; Potency, µM (titrated, usually from 46.1 µM), inactives show at the top dose activity, negative = active; note: potency is the fitted concentration of half-maximal effect; % of control where 0% means no effect; nearly all actives have a fitted effect of over 65% in size
#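 HeLa cells stably expressing Vif plus C-terminally eYFP-tagged A3F were seeded, incubated overnight at 37 deg C, dosed with compound, incubated overnight again at 37 deg C. Yellow fluorescence (Ex 488/Em 500-530) reported blocked Vif-mediated A3F-eYFP degradation.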
# Glioma ERSR ind = ER stress response induction in glioma; U87-MG GRP78 promoter luciferase reporter, 16 h; Potency, µM, inactives show at the top dose activation, hits mostly activators; actives 0.02% (n = 420,000); AID 602332; note: potency is the fitted concentration of half-maximal effect; series mostly up to about 76 µM; % of control where 0% means no effect; nearly all actives have a fitted effect of over 35% in size
#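 Stably transfected U87-MG glioma cells carrying a GRP78-based luciferase sensor; 16 h compound incubation. Luminescence end-point read 10 min after Bright-Glo addition at room temperature.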
# D1 potentiator = human D1 dopamine receptor positive modulation; P21728; HEK293 TREx D1 cells, calcium flux, dopamine EC20 potentiation; potentiation, % at 10 µM; actives 0.036% (n = 360,000); in the data active = potentiation above about 30%; note: 0% is about no effect
# Vif-A3G inh = inhibitors of Vif-APOBEC3G interaction; Q9HC16; HeLa A3G-eYFP + Vif (tagged APOBEC3G with the HIV-1 protein that degrades it), YFP fluorescence, overnight; Potency, µM (series often up to 46.1 µM), for inactives: top-dose activity, negative = active, actives largely listed as inhibitors; actives 0.076% (n = 410,000); AID 602310;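 note: potency is the fitted concentration of half-maximal effect; % is set by controls: 0 for no effect and ±100 for the full control effect; nearly all actives have a fitted effect of over 60% in size; hits raise eYFP signal because A3G escapes Vif-driven loss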
# Target sequence (Q9HC16 whole entry, looked up): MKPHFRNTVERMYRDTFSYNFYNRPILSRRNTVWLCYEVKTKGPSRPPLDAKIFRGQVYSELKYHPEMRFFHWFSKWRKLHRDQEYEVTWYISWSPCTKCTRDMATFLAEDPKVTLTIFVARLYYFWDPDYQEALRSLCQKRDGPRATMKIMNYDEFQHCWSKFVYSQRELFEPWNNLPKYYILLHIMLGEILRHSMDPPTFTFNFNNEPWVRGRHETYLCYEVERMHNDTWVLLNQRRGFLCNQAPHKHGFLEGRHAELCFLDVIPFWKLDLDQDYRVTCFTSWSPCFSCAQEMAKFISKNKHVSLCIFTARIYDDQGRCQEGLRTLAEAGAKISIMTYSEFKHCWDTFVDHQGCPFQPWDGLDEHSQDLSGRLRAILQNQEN
#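 Read-out is eYFP fluorescence (Ex 488/Em 500-530) from Vif-expressing HeLa A3G-eYFP cells; more signal means A3G escaped Vif-mediated degradation. Cells plated overnight, compound pinned in, incubated overnight at 37 deg C.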
# RXFP1 agonist = agonists of human relaxin receptor RXFP1 | Q9HBX9 | HEK293T-RXFP1 cAMP TR-FRET, 30 min; response scale: percent of porcine relaxin response, buffer zero | Potency, µM (doses to about 57.5 µM), for the others: top-dose activation, most hits filed as activators | actives 0.3% (n = 370,000); note: potency is the fitted concentration of half-maximal effect; % is set by controls: 0 for no effect and ±100 for the full control effect; nearly all actives have a fitted effect of over 60% in size; many of its hits are not listed in these tables
#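 HEK293 cells stably expressing RXFP1, treated 30 min at 37C with compounds plus PDE4 inhibitor Ro 20174; cAMP measured by HTRF TR-FRET. Normalized to buffer and 29 nM porcine relaxin; EC50 by Hill fit.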
# LDHA block = blocks human lactate dehydrogenase A | purified LDHA, NADH/diaphorase-resazurin fluorescence; hits give low values | P00338 | activity change, % (values are at about 110 or 230 µM) | AID 1347041 | actives 0.15% (n = 480,000); in the data active = activity change below about -30%; inconclusive = mostly about -25% to -30%;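 note: plate controls were DMSO wells for no effect and wells without enzyme for full effect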
#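 Human LDH5 at 2 nM final in Tris HCl pH 7.4 with 0.06 mM NADH and 0.2 mM pyruvate, reacted 5 minutes at room temperature. Remaining NADH coupled via diaphorase/resazurin; resorufin fluorescence read at 0 and 20 minutes, normalized to enzyme-free and DMSO wells.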
# An asterisk follows results filed as active; ? = inconclusive; nt = not tested or not shown; & = joins results of further samples. Unless noted, calls come from the whole dose curve; as a rule, active = well fitted curve in the direction sought with a large enough effect; inconclusive = small, poorly fitted or top-dose-only effect, or another doubt; inactive = no such curve, though single readings can be large; an effect the other way counts as inactive or inconclusive. Only part of the results is shown; rates above refer to the full screens.
# Results follow in this order: D2 potentiator	D1 ag	D1 antag	Vif-APOBEC3F blk	Glioma ERSR ind	D1 potentiator	Vif-A3G inh	RXFP1 agonist	LDHA block
CCOC(=O)Cc1csc(NC(=O)C(C)c2ccc([N+](=O)[O-])cc2)n1 (configuration not stated)
→ 6.6	57.9*	-38.4*	-1.9%	-0.8%	-4.6	0.1%	0.7%	-4.7
Cc1cccc2c1cnn2C(=O)CCC(=O)N1CC(C)CC(C)C1 (configuration not stated)
→ -7.5	0.4	42.1	2.3%	-3.1%	0.7	-2.3%	0.3%	1.8
CCOc1ccccc1NC(=O)C12CC3CC(C1)CC(c1ccc(C)cc1)(C3)C2
→ 7.7	1.6	1.6	6.0%	-3.5%	-7.2	1.2%	2.9%	1.5
Cc1nn(Cc2ccc(Cl)cc2)c(Cl)c1/C=N/NC(=O)c1cccnc1
→ 0.9	2.4	1.2	11.2%	-4.9%	-3.7	-19.8%	1.3%	-1.9
CCCSc1cc(=O)n(-c2ccccc2)nc1C(=O)OCC
→ -3.6	2.1	2.9	-3.0%	-5.4%	-4.3	-2.8%	0.3%	-2.5
CCN1C(=O)CCCc2ccccc21
→ 6.3	0.1	9.1	2.5%	-1.5%	-2.2	4.3%	-2.4%	-3.7
O=S(=O)(c1cccs1)N1CCN(S(=O)(=O)c2cccs2)CC1
→ 3.8	5.5	7.6	1.9%	-0.5%	0.8	2.4%	0.3%	-6.8
Cc1ccc(S(=O)(=O)N2CCN(S(=O)(=O)N3CCC(C)CC3)CC2)c(C)c1
→ 9.7	2.8	4.7	-5.4%	-3.4%	0.4	1.4%	1.3%	-1.7
Cc1ccc(N(C(=O)c2ccc3c(c2)OCO3)C2C=CS(=O)(=O)C2)cc1 (configuration not stated)
→ -14.2	-0.2	-16.6	-2.5%	-3.9%	0.6	3.0%	-0.7%	-10.3
COc1ccc([N+](=O)[O-])cc1NC(=S)NC(C)=O
→ 1.6	1.2	2.5	-0.7%	-2.1%	-2.4	-0.5%	1.6%	0.5
CCc1ccccc1NC(=O)C1CCN(S(=O)(=O)c2ccc3c(c2)N(C(C)=O)CCO3)CC1
→ 8.7	-0.6	-12.4	-0.3%	-2.3%	-3.8	0.0%	4.6%	-1.9
COc1ccc(CNC(=O)CCSCc2ccccc2C)cc1
→ 1.1	12.4	3.6	-3.7%	-6.1%	-5.6	-0.2%	-3.9%	-2.4
COc1ccc(NC2CCCN(C(=O)c3ccc(C)c(N4CCNC4=O)c3)C2)cc1 (configuration not stated)
→ 1.5	1.8	-4.3	-29.4%	-3.8%	-4.0	-0.1%	0.3%	2.5
CC1(C(=O)N(CC(=O)NC2CCCC2)C2CCCC2)CC(=O)N=C2C=CC=CN21 (configuration not stated)
→ 7.8	0.9	4.6	-0.8%	-3.1%	2.7	0.3%	2.8%	-11.0
CCCOc1cccc(C2c3c(oc4ccc(F)cc4c3=O)C(=O)N2CCCN2CCOCC2)c1 (configuration not stated)
→ nt	2.0	-2.1	-0.1%	4.3%	-3.1	0.2%	3.6%	-0.1
COc1ccc(OC)c(N(CC(=O)O)S(=O)(=O)c2ccc(OC)c(OC)c2)c1
→ -10.5	1.0	1.2	-4.2%	-4.4%	-1.0	-0.6%	-2.3%	-2.2
Nc1nnc(N2CCCCC2)s1
→ -0.6	2.4	5.8	-10.0%	-0.8%	1.2	-0.1%	1.5%	-8.7
O=C(CN1CCC(NC(=O)C2CC2)CC1)Nc1ccccc1[N+](=O)[O-]
→ nt	7.3	-9.9	8.2%	-4.0%	-3.1	-0.2%	3.9%	-5.1
CC(=O)Nc1c(O)nc(SCC(=O)Nc2nnc(CC(C)C)s2)[nH]c1=O
→ 8.3	0.2	-1.8	-1.3%	-4.8%	2.0	0.9%	-3.9%	-0.6
O=C1CC(C(=O)N2CCN(c3ccccn3)CC2)CN1Cc1ccccc1Cl (configuration not stated)
→ 5.6	1.1	14.0	-17.1%	-0.5%	-7.5	0.3%	0.7%	1.0
N#CCC(=O)Nc1ccc(C(=O)OC(C(=O)Nc2cc(C(F)(F)F)ccc2Cl)c2ccccc2)cc1 (configuration not stated)
→ 3.6	0.8	-16.2	?	-3.1%	1.9	-12.7%	0.4%	-5.8
CCCCCCCCN1C(=O)N(C)C(N(O)C(=O)NC)C1(C)C (configuration not stated)
→ 25.2	2.5	-0.9	3.7%	5.4%	-9.6	-1.7%	1.3%	-2.8
Cc1nc2ccccc2c2oc(C(=O)N3CC(C)CC(C)C3)cc12 (configuration not stated)
→ 31.0*	0.8	3.4	3.3%	0.2%	2.2	0.3%	0.6%	-9.7
COc1ccc(C(=O)c2cnc3ccc(C)cc3c2S(=O)(=O)c2ccccc2)cc1
→ -3.6	3.6	-20.6	-8.2%	-5.1%	-5.7	-11.0%	-1.0%	-8.3
Cc1oc(-c2ccc(Cl)cc2)nc1CSCC(=O)NCc1ccccc1Cl
→ 0.7	4.5	-6.9	3.7%	-2.1%	0.9	4.7%	4.2%	-7.0
O=C1CN(C(=O)COC(=O)/C=C/c2ccc(F)cc2)c2ccccc2N1
→ nt	nt	nt	-2.4%	1.9%	nt	0.0%	nt	-9.1
Cc1ccc(/C=N/NC(=O)c2ccc3nc[nH]c3c2)o1
→ nt	6.3	1.1	-10.4%	-0.1%	2.0	5.3%	0.4%	-8.7
O=C(c1cccc(N2C(=O)c3ccccc3C2=O)c1)N1CCCC(C(F)(F)F)C1 (configuration not stated)
→ 2.5	2.4	-15.8	6.7%	-3.3%	-6.4	0.6%	1.2%	-1.2
Cc1ccc(S(=O)(=O)C(CCC(=O)c2ccc(Cl)cc2)C(N)=O)cc1 (configuration not stated)
→ -4.3	1.2	2.4	-0.7%	-3.1%	-5.3	-1.9%	6.3%	0.0
COc1ccc(CCNC2CC(=O)N(CCc3ccc(OC)c(OC)c3)C2=O)cc1OC (configuration not stated)
→ 13.0	1.7	-7.4	-18.4%	-2.8%	1.6	1.2%	-1.0%	-1.4

# Later entries
structure | D2 potentiator | D1 ag | D1 antag | Vif-APOBEC3F blk | Glioma ERSR ind | D1 potentiator | Vif-A3G inh | RXFP1 agonist | LDHA block
COc1ccccc1NS(=O)(=O)c1cc(N/C(=N\S(=O)(=O)c2ccccc2)c2ccc(F)cc2)ccc1Cl | 16.4 | 15.7 | 3.1 | 12.1% | -3.3% | 0.5 | 2.2% | -5.2% | -10.0
COc1ccc([N+](=O)[O-])cc1NC(=O)CSCc1ccc(Br)cc1 | -21.8 | 6.7 | -2.0 | 5.3% | -0.8% | -5.7 | -0.7% | 2.7% | -5.1
Cc1c(C(=O)N(Cc2cccc(Br)c2)C2CCS(=O)(=O)C2)oc2ccccc12 (configuration not stated) | -2.4 | 8.1 | 18.5 | -10.1% | -3.9% | 7.9 | 1.1% | 1.5% | -2.4
COC(=O)Cc1ccc(NC(=O)c2ccc(C(C)(C)C)cc2)cc1 | -0.2 | 0.0 | -15.5 | -11.2% | -17.2% | -6.7 | 0.5% | 0.1% | 3.4
Cc1nn(C(=O)c2ccccc2)c(C)c1Sc1ccc(Cl)cc1 | -5.3 | 13.7 | 0.6 | -2.9% | -7.8% | 0.1 | -14.9% | -1.0% | 1.7
O=C(NNS(=O)(=O)c1ccccc1[N+](=O)[O-])c1cccc(Br)c1 | nt | 2.8 | -2.9 | -6.6% | -3.5% | 2.5 | 0.5% | 5.1% | -0.2
Cc1ccc(-c2n[nH]c(=O)c3ccccc23)cc1S(=O)(=O)Nc1ccc(F)cc1 | -15.3 | 1.7 | 8.2 | 5.3% | -1.9% | -0.5 | -4.2% | 2.0% | -8.4&-5.8
CC(C)N(C(=O)NC(=O)NCC1CCCO1)S(C)(=O)=O (configuration not stated) | nt | 2.7 | 0.3 | -14.1% | -1.5% | -9.8 | -1.2% | 0.1% | -4.9
NNC(=O)/C(=C/c1cccs1)NC(=O)c1ccccc1Cl | -6.9 | 2.2 | -1.3 | -10.1% | -3.3% | -2.0 | ? | -0.8% | -8.1
CCOc1ccc(CNCc2c(C(=O)O)c(C)n(Cc3cccc(OC)c3)c2C)cc1OC | -3.8 | 0.3 | 2.9 | -3.6% | -2.9% | -1.1 | 1.7% | -2.8% | -0.4
CCN(CC)CCCn1c(SCC(=O)NCC2CCCO2)nc2ccccc2c1=O (configuration not stated) | 1.9 | 2.2 | -25.9 | 1.7% | -2.0% | 5.1 | -2.3% | 7.9% | 0.0
Clc1ccc2c(NCc3ccccn3)ncnc2c1 | 0.0 | 4.1 | 8.2 | 2.0% | -2.0% | -1.5 | 0.1% | -1.6% | -10.5

# Full records, quoted from the list:
# COC(=O)Cc1ccc(NC(=O)c2ccc(C(C)(C)C)cc2)cc1 is entered as D2 potentiator: -0.2; D1 ag: 0.0; D1 antag: -15.5; Vif-APOBEC3F blk: -11.2%; Glioma ERSR ind: -17.2%; D1 potentiator: -6.7; Vif-A3G inh: 0.5%; RXFP1 agonist: 0.1%; LDHA block: 3.4
# Cc1ccc(N(C(=O)c2ccc3c(c2)OCO3)C2C=CS(=O)(=O)C2)cc1 (configuration not stated) is entered as D2 potentiator: -14.2; D1 ag: -0.2; D1 antag: -16.6; Vif-APOBEC3F blk: -2.5%; Glioma ERSR ind: -3.9%; D1 potentiator: 0.6; Vif-A3G inh: 3.0%; RXFP1 agonist: -0.7%; LDHA block: -10.3
# O=C1CN(C(=O)COC(=O)/C=C/c2ccc(F)cc2)c2ccccc2N1 is entered as D2 potentiator: nt; D1 ag: nt; D1 antag: nt; Vif-APOBEC3F blk: -2.4%; Glioma ERSR ind: 1.9%; D1 potentiator: nt; Vif-A3G inh: 0.0%; RXFP1 agonist: nt; LDHA block: -9.1
